Assay outcomes deposited in PubChem by NCI.
Growth percent in the NCI-60 one-dose screen (48 h, 10 µM unless noted): 100 = growth as untreated, 0 = no growth, -100 = all killed.
MDA-MB-435 – MDA-MB-435 melanoma; 82,000 compounds, 7.8% hits; AID 1794794
MDA-MB-231 – MDA-MB-231 breast cancer. AID 1794789. 81,000 compounds, 5% hits
MOLT-4 – MOLT-4 leukemia cells; 80,000 compounds, 6.9% hits
RPMI-8226 – RPMI-8226 leukemia cells. 77,000 compounds, 7.5% hits. AID 1794781
MDA-MB-468 – MDA-MB-468 breast cancer; 78,000 compounds, 8.5% hits
SR – SR leukemia cells; 73,000 compounds, 8.7% hits
MCF7 – MCF7 breast cancer | 82,000 compounds, 6.3% hits
K-562 – K-562 leukemia; 78,000 compounds, 7.4% hits
An asterisk follows results filed as active; . = no result given; & = joins results of further samples; [ ] = dose if it differs, or a comment. The calls were made as follows: active = growth percent below 10; inactive = the rest.

Structure | MDA-MB-435 | MDA-MB-231 | MOLT-4 | RPMI-8226 | MDA-MB-468 | SR | MCF7 | K-562
Cc1cc(Cl)nc(N2CCN(CCNc3ccnc4cc(Cl)ccc34)CC2)n1 | 50 | 49 | 33 | 14 | 4.4* | -7.8* | 27 | 10
CC(C)(O)CCl | 102 | 100 | 107 | 113 | 103 | 111 | 100 | 106
COC1(OC)N=C(N)C2(C#N)C3(C(=O)Nc4ccccc43)C12C#N (stereo not given) | 92 | 74 | 89 | 50 | . | 6.8* | 87 | 85
CCN(CC)CCN1C(=O)c2c(c(C)c3c(oc4cc(OC)ccc43)c2C)C1=O | 96 | 58 | 61 | 88 | 114 | 29 | -8.7* | -29*
COCCN1CCN(c2ncc([N+](=O)[O-])c(N3CCN(CCOC)CC3)n2)CC1 | 100 | 107 | 111 | 107 | 86 | 120 | 89 | 115
CCCCCCCCCCCCc1ccc(C[N+](C)(C)CC[N+](C)(C)Cc2ccc(CCCCCCCCCCCC)cc2)cc1 | 95 | 97 | 90 | 94 | 95 | 91 | 100 | 87
Cc1cc(O)c(C(C)C)cc1C1(c2cc(C(C)C)c(O)cc2C)OS(=O)(=O)c2ccccc21 | 112 | 109 | 121 | 123 | 109 | 114 | 113 | 139
CC(C)(C)OC(=O)NC(CSCc1ccccc1)C(=O)ON1C(=O)CCC1=O (stereo not given) | 109 | 111 | 97 | 97 | 115 | 78 | 98 | 100
CC12c3ccccc3C(C)(c3ccccc31)C(NS(=O)(=O)c1ccc(Cl)cc1)C2O (stereo not given) | 98 | 111 | 79 | 90 | 91 | 87 | 90 | 80
O=C(NNCc1ccccc1)c1ccccn1 | 97 | 109 | 103 | . | 104 | 97 | 100 | 114
C=CCCCCCCCCC(C)(N)C(=O)O (stereo not given) | 115 | 105 | . | 102 | 96 | . | 100 | .
C/C=C1/CCC2C3CCC4=CC(=O)CCC4C3CCC12C (stereo not given) | 87 | 109 | 90 | 83 | 96 | 91 | 106 | 105
CC(=O)OC1Oc2ccccc2-c2oc(=O)c(-c3ccc(F)cc3)cc21 (stereo not given) | 52 | 73 | 89 | 91 | . | 65 | 63 | 88
COCCCN1CC(O)=C(c2nc(-c3ccc(C)cc3)cs2)C1=N | 105 | 96 | 86 | . | . | 109 | 360 | .
COc1cc(C2CC(c3ccc(C(F)(F)F)cc3)=Nc3c(N)nc(N)nc3N2)ccc1Oc1nc(Nc2ccc(F)cc2)nc(N(C)C)n1 (stereo not given) | 60 | 30 | 4.3* | 24 | -8.3* | -25* | 3.2* | 7.5*
CNC(=O)c1cc(Oc2ccc3nc(NC(=O)c4ccc5ncccc5c4)sc3c2)ccn1 | 92 | 99 | 94 | 72 | 74 | 89 | 88 | 94
O=C1/C(=C/c2ccccc2)CN(C(=O)C(Cl)Cl)C/C1=C\c1ccccc1 | -50* | -3.4* | 5.0* | -26* | -33* | -5.0* | -39* | 2.6*
Cc1nc2c([N+](=O)[O-])c(Cl)c(Cl)cc2n1Cc1ccc(B2OC(=O)CN(C)CC(=O)O2)cc1 | 81 | 71 | 81 | 95 | 77 | 59 | 87 | 87
Cc1cc([N+](=O)[O-])cc[n+]1[O-] | 118 | 105 | 96 | 125 | 99 | 89 | 92 | 96
NC(=S)NN=C1CCCCCCCCC1 | 105 | 102 | 85 | 78 | 84 | 95 | 97 | 102
C=CC(C)(O)CCC1C(=C)CCC2C(C)(C)CCCC12C (stereo not given) | 107 | 112 | 90 | 102 | 109 | 90 | 93 | 98
O=C1C2CCC(C2)C1CN1CCOCC1 (stereo not given) | 106 | 116 | 95 | 104 | 98 | 96 | 105 | 92
O=[N+]([O-])c1ccc(OCCCOc2ccccc2)c(Cl)c1 | 100 | 80 | 88 | 95 | 98 | 107 | 102 | 98
COc1cccc(-c2oc3ccc(OC)cc3c(=O)c2O)c1 | 85 | 97 | 67 | 67 | 86 | 48 | 74 | 68
COc1ccc(-c2nc(SCC(=O)c3ccc(Cl)c(Cl)c3)[nH]c(=O)c2C#N)cc1 | 106 | 105 | 106 | 105 | 113 | 116 | 108 | 120
CCN1CCN(c2ccc3c4c(cccc24)C(=O)N(N2C(=O)c4cccc5cccc(c45)C2=O)C3=O)CC1 | 103 | 94 | 89 | 103 | 107 | 50 | 99 | 39
CN1C(=O)C(=O)c2ccccc21 | 96 | 108 | 89 | . | 124 | 86 | 113 | 94
Fc1ccc(F)c(Nc2ccccc2)c1 | 117 | 97 | 113 | 98 | . | 108 | 118 | 110
CS(=O)(=O)c1ccc(C(=O)N2N=C(c3ccccc3)CC2c2ccccc2)cc1 (stereo not given) | 109 | 107 | 68 | 90 | 96 | 87 | 104 | 81
O=C(N/N=C/c1ccncc1)c1ccncc1 | 113 | 106 | 103 | . | 114 | 103 | 105 | 104

Retrieved one by one from above:
Structure | MDA-MB-435 | MDA-MB-231 | MOLT-4 | RPMI-8226 | MDA-MB-468 | SR | MCF7 | K-562
Cc1nc2c([N+](=O)[O-])c(Cl)c(Cl)cc2n1Cc1ccc(B2OC(=O)CN(C)CC(=O)O2)cc1 | 81 | 71 | 81 | 95 | 77 | 59 | 87 | 87
O=C(N/N=C/c1ccncc1)c1ccncc1 | 113 | 106 | 103 | . | 114 | 103 | 105 | 104

In another format: 14 of the compounds above.
Order of values: MDA-MB-435, MDA-MB-231, MOLT-4, RPMI-8226, MDA-MB-468, SR, MCF7, K-562
O=C1/C(=C/c2ccccc2)CN(C(=O)C(Cl)Cl)C/C1=C\c1ccccc1
    -50*, -3.4*, 5.0*, -26*, -33*, -5.0*, -39*, 2.6*
Cc1nc2c([N+](=O)[O-])c(Cl)c(Cl)cc2n1Cc1ccc(B2OC(=O)CN(C)CC(=O)O2)cc1
    81, 71, 81, 95, 77, 59, 87, 87
Cc1cc([N+](=O)[O-])cc[n+]1[O-]
    118, 105, 96, 125, 99, 89, 92, 96
NC(=S)NN=C1CCCCCCCCC1
    105, 102, 85, 78, 84, 95, 97, 102
C=CC(C)(O)CCC1C(=C)CCC2C(C)(C)CCCC12C (stereo not given)
    107, 112, 90, 102, 109, 90, 93, 98
O=C1C2CCC(C2)C1CN1CCOCC1 (stereo not given)
    106, 116, 95, 104, 98, 96, 105, 92
O=[N+]([O-])c1ccc(OCCCOc2ccccc2)c(Cl)c1
    100, 80, 88, 95, 98, 107, 102, 98
COc1cccc(-c2oc3ccc(OC)cc3c(=O)c2O)c1
    85, 97, 67, 67, 86, 48, 74, 68
COc1ccc(-c2nc(SCC(=O)c3ccc(Cl)c(Cl)c3)[nH]c(=O)c2C#N)cc1
    106, 105, 106, 105, 113, 116, 108, 120
CCN1CCN(c2ccc3c4c(cccc24)C(=O)N(N2C(=O)c4cccc5cccc(c45)C2=O)C3=O)CC1
    103, 94, 89, 103, 107, 50, 99, 39
CN1C(=O)C(=O)c2ccccc21
    96, 108, 89, ., 124, 86, 113, 94
Fc1ccc(F)c(Nc2ccccc2)c1
    117, 97, 113, 98, ., 108, 118, 110
CS(=O)(=O)c1ccc(C(=O)N2N=C(c3ccccc3)CC2c2ccccc2)cc1 (stereo not given)
    109, 107, 68, 90, 96, 87, 104, 81
O=C(N/N=C/c1ccncc1)c1ccncc1
    113, 106, 103, ., 114, 103, 105, 104

Next records:
Structure | MDA-MB-435 | MDA-MB-231 | MOLT-4 | RPMI-8226 | MDA-MB-468 | SR | MCF7 | K-562
N#Cc1cnc2cc(OC[C@@H](O)CO)c(NC(=O)C3CCCC3)cc2c1Nc1ccc(OCc2cccc(F)c2)c(Cl)c1 | 20 | -59* | 6.3* | -14* | -21* | 13 | -68* | 0.2*
CCOC(=O)NCCCCCCl | 107 | 112 | 100 | 102 | 108 | 79 | 98 | 101
CCN1C(=O)N[C@H]2[C@@H]3NC(=O)c4ccc(Cl)n4[C@@H]3C[C@]21O | 1.0* | -3.5* | 0.8* | -21* | -6.4* | . | 1.4* | 3.1*
C=C(c1ccc(F)cc1)C1CC1 | 112 | 118 | 102 | 98 | 105 | . | 117 | 104
C[C@]12CC[C@H](O)CC1=CC[C@@H]1[C@@H]2CC[C@]2(C)c3[nH]ncc3C[C@@H]12 | 47 | 101 | 88 | 95 | 87 | 71 | 109 | .
COc1cc(C2CC(c3ccccc3)=NN2)ccc1Oc1ccnc2cc(Cl)ccc12 (stereo not given) | 84 | 74 | 78 | 62 | 67 | 74 | 77 | 73
COc1ccccc1-c1ccc2c(N)c(C(=O)c3ccc4c(c3)OCO4)sc2n1 | 2.7* | 52 | 37 | 62 | 55 | 9.2* | 36 | 14
Cc1ccc2c(c1)C(C)(C)C(C)(C)C2(C)C | 112 | 91 | 105 | 101 | 106 | 102 | 94 | 117
CCC(C)(O)c1ccc(C)cc1 (stereo not given) | 106 | 107 | 96 | 97 | 110 | 105 | 100 | 116
Cc1sc2c(c1C)c(=O)nc1c(-c3nc(-c4ccccc4Cl)no3)n[nH]n12 | 108 | 101 | 107 | 109 | 112 | 89 | 93 | 92
Cn1cc(-c2c(NCc3ccco3)c(=O)c2=O)c2ccccc21 | 104 | 111 | 83 | 94 | 101 | 79 | 91 | 76
O=C1CN(c2ccccc2)C(=O)C1C(=O)Nc1ccc(Cl)c(Cl)c1 (stereo not given) | 7.8*[100 µM] | 27[100 µM] | 6.5*[100 µM] | 35[100 µM] | 19[100 µM] | 1.5*[100 µM] | 16[100 µM] | 20[100 µM]
Nc1ncnc2c1C(c1ccc(Cl)cc1)c1sc3c(F)cccc3c1O2 (stereo not given) | 101 | 78 | 95 | 108 | 81 | 89 | 49 | 83
CN(C)c1ccc(/C=C2\N=C(c3ccccc3)OC2=O)cc1 | 112 | 110 | 102 | 101 | 113 | 95 | 95 | 111
CC(C)OC1=C(Cl)C(=O)c2ccccc2C1=O | 97 | 86 | 40 | 24 | 69 | 9.9* | 73 | 23
CCOC(=O)C(=CNC(=S)Nc1ccc(OCC)cc1)C(=O)OCC | 102 | 100 | 100 | 105 | 127 | 92 | 99 | 99
CCCCCCCCCCCCCCCC(=O)NS(=O)(=O)OC[C@H]1O[C@@H](n2cnc3c(N)ncnc32)[C@H](O)[C@@H]1O | -74* | -26* | -4.2* | 23 | -52* | 0.4* | 5.8* | 8.9*
N#C/C(=C\c1cccnc1)c1ccc(Br)cc1 | 84&98 | 83&91 | 94&81 | 95&84 | 102&101 | 96&91 | 83&70 | 101&81
O=C(O)c1cn(C2CC2)c2cc(N3CCN(CN4C(=O)c5ccccc5C4=O)CC3)c(F)cc2c1=O | 106 | 111 | 98 | 110 | 120 | 88 | 93 | 92
Cc1nn(-c2ccc(Br)cc2)c2nc(C(F)(F)F)nc(Nc3ccc(NCc4c(-c5ccccc5)no[n+]4[O-])cc3)c12 | 87 | 66 | 60 | 91 | 84 | 55 | 68 | 51
OCC(O)C(O)C(O)C(O)/C=N/O (stereo not given) | 108 | 97 | 83 | 95 | 100 | 102 | 96 | 111
CN(C)CCOC(=O)Nc1ccccc1Cl | 105 | 107 | 99 | 93 | 113 | 104 | 103 | 111
N#Cc1ccc(/C=N/NC(=O)c2[nH]c3ccc(Br)cc3c2-c2ccccc2)s1 | 1.8* | 22 | 4.1* | -7.4* | 11 | 7.7* | 5.6* | 8.8*
Cc1c(O)cc(-c2cnc(N/N=C/c3ccccc3)s2)c(O)c1C | 96 | 101 | 9.7* | 52 | 62 | 95 | 72 | 90
Cc1ccc(C(=O)/C=C/c2coc(-c3ccc(Cl)cc3)n2)cc1 | 99 | 90 | 86 | 85 | 80 | 73 | 55 | 81
CCCCCNC(C)(C)COC(=O)c1ccc([N+](=O)[O-])cc1 | 105 | 101 | 103 | 111 | 115 | 103 | 107 | 106
CCCCN(CCCC)C(=N)/C=C/c1ccccc1 | 88 | 88 | 55 | . | 66 | 75 | 65 | 53
COc1ccc(/C=c2\nc3n(-c4ccccc4)c4nc5c(cnn5-c5ccccc5)c(=O)n4n-3c2=O)cc1 | 109 | 99 | 112 | 106 | 113 | 110 | 89 | 116
Cc1ccc(/C=C(\C#N)n2nnc3cc(F)c(F)cc32)cc1 | -35* | 12 | -2.3* | 4.5* | 17 | 7.3* | 13 | 4.3*
CCOC(=O)c1noc2c1CCc1cn(Cc3cc(OC)c(OC)c(OC)c3)cc1-2 | 106 | 111 | 61 | 66 | 106 | 93 | 89 | 58
COc1cc(NCCCN=C(N)NC(N)=NC(C)C)c2ncccc2c1 | 97 | 65 | 58 | 52 | -34* | 75 | -53* | 45
COc1ccc2cc(C(C)c3nnc(N)o3)ccc2c1 (stereo not given) | 108 | 103 | 90 | 86 | 104 | 15 | 79 | 88
COc1cc(C2CC(c3ccc(N)cc3)=NN2c2ccccc2)cc(OC)c1OC (stereo not given) | 72 | 70 | 62 | 56 | 66 | 44 | 48 | 59
C[C@@H]1C(=O)CC[C@]2(C)[C@H]3CC[C@@H]4[C@H]5[C@H]6OC[C@@]5(CCC6(C)C)CC[C@@]4(C)[C@]3(C)CC[C@@H]12 | 95 | 85 | 100 | 95 | 92 | 92 | 90 | 103
Cc1ccccc1N1CCN(C(=S)Cc2ccccc2)CC1 | 99 | 109 | 75 | 70 | 104 | 81 | 108 | 75
Nc1nc(N)c2c(n1)NC(c1ccccc1)CC(c1ccc(Nc3nc(NCCO)nc(N4CCOCC4)n3)cc1)=N2 (stereo not given) | 96 | 81 | . | 70 | 84 | . | 73 | .
O=S(=O)(c1ccc(NC(=S)NCc2cccnc2)cc1)N1CCCCC1 | 36 | 95 | 47 | 36 | 72 | 49 | 55 | 33
Cc1ccc2c3c(c(=O)[nH]c2c1)C1(C(C#N)=C(N)O3)c2cc(Br)ccc2-c2ccc(Br)cc21 | 43 | -34* | 21 | 15 | 6.8* | 22 | -43* | 19
COc1cc2c(cc1OC)[C@H](C(=O)O)C(c1ccc3c(c1)OCO3)N(C)C2=O (stereo not given in full) | 118 | 113 | 111 | 102 | 111 | . | 110 | 103
N#CN=CN1CC2CCC(CC2)C1 | 100 | 100 | 107 | 105 | 99 | 97 | 102 | 87
O=C1NC(SCc2ccc(F)cc2)=N/C1=C/c1cccc(OCc2ccc(Cl)cc2)c1 | 89 | 18 | 51 | 54 | 63 | 21 | 64 | 59
CCOC(=O)c1noc2c1CCc1c-2cn(Cc2ccc(OC)c(N)c2)c1-c1cc(OC)c(OC)c(OC)c1 | 107 | 93 | 70 | 113 | 95 | 86 | 78 | 75
